HIF-2a block: blocks HIF-2a reporter activity; 786-0 RCC cells HIF-2a reporter, luciferase luminescence, overnight; inhibition, % at 18.8 µM; 0.72% of 360,000 active; AID 624352;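 active means inhibition of the luminescence signal of 40% or more relative to plate controls, in a single-dose primary screen at 18.75 µM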
CF NFkB inh: inhibitors of cystic fibrosis induced NF-kB. inhibition, % at 5 µM. 0.86% of 360,000 active. KKLEB NF-kB-GFP reporter, PAF-induced, GFP fluorescence overnight;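 active means at least 50% inhibition at 5 µM, scaled per plate between neutral and stimulator controls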;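 further: PAF is a Pseudomonas aeruginosa culture filtrate used as stimulus; plate controls were PAF-stimulated DMSO wells for no effect and unstimulated DMSO wells for full effect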
NR2E3 ag-1: activates human NR2E3 receptor. Q9Y5X4. CHO-S Gal4-NCOR/VP16-NR2E3 two-hybrid, luciferase. inhibition of corepressor binding, % at 3.98 µM. 0.35% of 360,000 active. AID 602229;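 active means inhibition above the mean of all tested compounds plus 3 SD, cut at about 70% in these data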;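 further: 0% = DMSO with NR2E3 transfected cells and 100% = cells lacking NR2E3 construct; higher means lower luciferase signal from less NR2E3 corepressor binding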
Target sequence (Q9Y5X4 whole entry, looked up, the tested form may be a part): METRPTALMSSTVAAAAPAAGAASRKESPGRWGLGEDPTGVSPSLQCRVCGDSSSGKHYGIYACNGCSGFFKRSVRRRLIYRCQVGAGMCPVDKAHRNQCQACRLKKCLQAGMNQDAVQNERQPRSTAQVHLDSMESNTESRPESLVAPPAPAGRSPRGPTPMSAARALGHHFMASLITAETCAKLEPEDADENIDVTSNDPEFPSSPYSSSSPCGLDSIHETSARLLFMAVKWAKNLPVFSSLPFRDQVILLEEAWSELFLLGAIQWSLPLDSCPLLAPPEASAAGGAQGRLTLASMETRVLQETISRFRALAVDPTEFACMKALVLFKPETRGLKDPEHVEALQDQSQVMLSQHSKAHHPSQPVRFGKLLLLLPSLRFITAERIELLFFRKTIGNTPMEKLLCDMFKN
KKLEB cytotox: CF airway cell cytotoxicity counter-screen; activity change (cytotoxicity), % at 5 µM; KKLEB CF airway cells viability, ATPlite luminescence, overnight; active compounds read low; cells stimulated with P. aeruginosa culture filtrate; AID 602141; 0.36% of 360,000 active;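 active means corrected activity change at or below -50% at 5 µM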
NR2E3 ag-2: NR2E3 (human) agonism; Q9Y5X4; GST-NR2E3/biotin-RetCOR TR-FRET, 1536-well; inhibition of corepressor binding, % at 4.78 µM; 0.12% of 320,000 active; AID 2300;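 active means percent inhibition above the cutoff of mean plus 3 SD of all tested compounds, set per screening campaign, cut at about 20% in these data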;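 further: 0% = DMSO wells and 100% = biotin wells as full block of FRET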
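Test system: GST-NR2E3 and biotin-RetCOR proteins | Quantity: 1.35 nM GST-tagged NR2E3 final | Medium: Tris pH 7.5 | Also added: 7 nM biotin-RetCOR | Dosing: Compound at 4.8 µM, single dose | Timing: 5 h at 4 °C | Detection: Time-resolved FRET | Read-out basis: Percent inhibition | Benchmarks: Biotin wells as high control, 0.6% DMSO wells as low control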
Shn3 3UTR inh: Schnurri-3 reporter inhibition in Clone20 osteoblasts; Clone20 osteoblast Shn3 3'UTR firefly luciferase, 24 h; inhibition, % at 12.5 µM; 0.52% of 360,000 active; AID 588674;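 active means mean inhibition of at least 75% with every replicate also reaching 75%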;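 further: 0% = median of neutral control wells and 100% = pilot-screen positive control compound; some compounds past the cut are filed as inactive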
LMP1 NFkB inh: reduces LMP1-driven NF-kappaB luciferase signal; 0.69% of 350,000 active; LMP1-induced NF-kappaB luciferase reporter cells, luminescence; AID 504558; inhibition, % at 12.5 µM; in the data active means inhibition above about 41%;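 further: 0% = neutral control wells and 100% = reference inhibitor control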
TRAIL sens C8: caspase-8 TRAIL sensitization; NB7+C8 cells + TRAIL, ATPlite viability luminescence; inhibition (viability loss, TRAIL sensitization), % at 10 µM; 1% of 360,000 active; AID 624354;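 active means compounds causing at least 50% loss of cell viability in the single-dose screen, relative to plate controls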
iPSC survival up: increases survival of single human iPS cells; hiPSC single-cell survival, ATPlite luminescence; 100% = ROCK inhibitor wells, 0% = DMSO; survival enhancement, % at 20 µM; 0.044% of 360,000 active; AID 602274; in the data active means survival enhancement above about 18%;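 further: cells exposed to compounds for 16 hours before the ATP read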
TRPM1 prom inh: reduces MITF-dependent TRPM1 promoter luciferase signal; SK-MEL-5 TRPM1 promoter luciferase, 24 h; inhibition, % at 12.5 µM; 0.83% of 330,000 active;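 active means mean inhibition across replicates of 60% or more, whatever share of single replicates reaches that level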; further: values of inactives mirror those of a sister screen read the other way
Peg3 promoter: inhibitors of Peg3 promoter. HeLa PEG-Prom luciferase reporter, luminescence, overnight. inhibition, % at 20 µM. 1.7% of 360,000 active. AID 588405;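 active means inhibition of at least 50% at 20 µM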
An asterisk follows results filed as active; nt = no result given. The list is partial. The share of hits here may be higher or lower than overall.

SMILES	HIF-2a block	CF NFkB inh	NR2E3 ag-1	KKLEB cytotox	NR2E3 ag-2	Shn3 3UTR inh	LMP1 NFkB inh	TRAIL sens C8	iPSC survival up	TRPM1 prom inh	Peg3 promoter
CCc1cccc(NC(=O)Cn2c(=O)n(CCC(=O)NCC3CCCO3)c(=O)c3cc(OC)c(OC)cc32)c1 (configuration not stated)	13	-2	4	1	2	11	5	4	0.0	11	-7
CC(NC(=O)Cc1cccs1)C(c1cccs1)N1CCN(c2ccccc2)CC1 (configuration not stated)	-6	5	-1	4	-3	38	-4	-16	-0.7	13	18
O=C(NC1CC1)c1cc(=O)c2ccccc2o1	7	10	-14	-25	0	9	-5	-8	3.8	12	14
O=C(CCCn1c(=O)c2cccn2c2cccnc21)N1CCN(c2ccccc2F)CC1	9	-6	-18	-5	4	-2	6	3	0.0	0	14
Cn1ncc(Cl)c1C(=O)N1CCN(c2ncccn2)CC1	16	-12	-7	12	-2	8	6	17	0.0	10	12
CCOC(=O)N1CCC(Nc2c(Nc3ccc(F)cc3)c(=O)c2=O)CC1	1	-30	-37	14	3	3	0	-7	-0.8	7	-9
Cc1c(NC(=O)c2ccc3c(c2)C(=O)N(CC2CCCO2)C3=O)cccc1C(=O)O (configuration not stated)	12	-9	-4	9	0	-19	3	-3	-1.2	14	12
COc1cc(F)ccc1S(=O)(=O)NCc1cccnc1	12	-21	-28	0	1	0	-5	-3	0.2	15	3
CCN(Cc1ccccc1)C(c1ccc(C(F)(F)F)cc1)c1nnnn1C(C)(C)C (configuration not stated)	5	-1	-9	2	0	77	-3	22	-3.4	7	1
O=C(c1ccco1)N1CCN(c2ncnc3c2oc2ccccc23)CC1	-262	-3	-64	3	-1	-48	-14	2	-2.0	-46	-198
O=C(NCc1ccccn1)c1cc(-c2ccccc2Cl)nc2ccccc12	15	-5	2	11	4	-17	7	-6	4.6	-4	17
COc1ccc(Nc2nc(N)nc(CN3CCC(C)CC3)n2)cc1	-8	-4	-25	14	2	-11	-6	4	-0.7	6	5

Three compounds out of the list, ordered by formula weight, falling:
SMILES	HIF-2a block	CF NFkB inh	NR2E3 ag-1	KKLEB cytotox	NR2E3 ag-2	Shn3 3UTR inh	LMP1 NFkB inh	TRAIL sens C8	iPSC survival up	TRPM1 prom inh	Peg3 promoter
O=C(c1ccco1)N1CCN(c2ncnc3c2oc2ccccc23)CC1	-262	-3	-64	3	-1	-48	-14	2	-2.0	-46	-198
COc1ccc(Nc2nc(N)nc(CN3CCC(C)CC3)n2)cc1	-8	-4	-25	14	2	-11	-6	4	-0.7	6	5
O=C(NC1CC1)c1cc(=O)c2ccccc2o1	7	10	-14	-25	0	9	-5	-8	3.8	12	14

The results go on:
SMILES	HIF-2a block	CF NFkB inh	NR2E3 ag-1	KKLEB cytotox	NR2E3 ag-2	Shn3 3UTR inh	LMP1 NFkB inh	TRAIL sens C8	iPSC survival up	TRPM1 prom inh	Peg3 promoter
CCOC(=O)/C(C#N)=C/c1cn(CCC(=O)O)nc1-c1cccc(Br)c1	16	-11	-17	-13	0	-5	-14	-2	-0.6	-17	14
CC(=O)Nc1ccc(-c2csc(NCc3ccco3)n2)cc1	-213	-18	-86	-10	3	-44	-26	-7	2.1	-125	-350
Cc1ccc(-n2c3nc(=O)[nH]c(=O)c-3cc3c(C)nn(-c4ccccc4)c32)c(C)c1	20	-8	-8	10	2	4	0	-10	-0.8	-2	18
CCc1nc(SCC(=O)NCC2CCCO2)c2c(=O)n(C)c(=O)n(C)c2n1 (configuration not stated)	6	6	-6	0	3	4	-5	0	-0.1	5	13
Cc1cc(C)cc(NC(=S)NC(=O)CCN2C(=O)c3ccccc3C2=O)c1	-1	-13	-16	9	4	3	-3	-9	1.9	-1	-14
COc1cccc(CNC(=O)C2CCCN(S(=O)(=O)c3c(C)[nH]c(=O)[nH]c3=O)C2)c1 (configuration not stated)	2	8	-4	12	3	-2	-1	-11	-0.2	8	12
CN(C)c1cc[n+](Cc2c(Cl)cccc2Cl)cc1	18	17	-12	-4	-1	42	10	10	-2.4	38	5
Cc1cccc(-n2c(N)cc(=O)nc2SCC(=O)Nc2nnc(C)s2)c1	17	8	-23	-1	nt	11	9	12	1.1	3	19
O=C(Nc1nc2c(s1)CN(Cc1ccccc1)CC2)c1c(F)cccc1F	-127	-16	-35	2	1	-28	-7	6	-0.1	-42	-95
OC[C@@H]1CN(CCN2CCOCC2)C[C@H](n2cnc3c(NC4CCC4)ncnc32)O1	-3	6	13	-2	nt	-12	nt	-3	1.3	nt	2
COc1ccccc1NC(=O)COC(=O)C1=NN(c2ccccc2)C(=O)CC1	3	24	-11	0	nt	-15	2	-21	-0.9	4	2
CC(C)[C@H](NC(=O)OC(C)(C)C)C(=O)N/N=C/c1ccc2nccnc2c1	11	8	1	12	8	-2	0	-2	0.1	3	-2
CCN(CC)c1ccc(/C=N/NC(=O)c2cccc(N3CCCC3=O)c2)cc1	-52	-18	-30	-4	-4	-6	-18	5	0.5	-11	-49
CCOC(=O)N1CCN(Cc2nc3c(c(=O)[nH]c(=O)n3C)n2Cc2cc(C)ccc2C)CC1	-4	-12	10	15	4	11	-1	-10	-0.6	3	11
Nc1nc(Cl)cc(Sc2ccc3ccccc3c2)n1	-137	1	-33	-8	1	-18	-6	-17	-2.9	-13	-71
CC(C)(C)N(Cc1ccccc1)C(=O)COC(=O)CNC(=O)c1ccco1	-9	-7	-19	28	2	-15	-7	-7	-0.4	9	6
CC(NC(=O)c1ccccc1SCC(=O)N1CCCC1)c1ccc(F)cc1 (configuration not stated)	-1	25	-43	-25	1	-2	8	3	-0.6	0	7
O=C1CC(c2ccccc2)CN1Cc1ccccc1 (configuration not stated)	16	-8	-7	5	1	4	1	4	0.2	-8	19
COCCN(C(=O)C(C)C)c1nnc(-c2ccc(C(C)(C)C)cc2)s1	-65	18	-32	-9	2	12	1	14	-0.1	-14	-47
Cc1ccc(-c2nc(CS(=O)(=O)CC(=O)NC3CC3)c(C)o2)cc1	-6	-14	7	-4	-3	-7	-6	-14	1.2	12	6
CC(=O)N1CCN(C(=O)c2ccc(S(=O)(=O)Nc3ccccc3C)cc2)CC1	8	10	-20	10	3	-6	-3	-13	0.9	16	16
COc1ccc(CC(=O)Nc2cc(Cl)ccc2O)cc1	-19	-10	6	-6	3	4	1	27	-1.3	8	-10
Cc1ccc(S(=O)(=O)NCc2ccc(C(=O)N(C)CCC#N)cc2)cc1	7	1	-16	-10	-1	-4	-2	10	0.3	4	7
CCc1ccc(-n2c(C)nc3cc(C(=O)NCc4cccnc4)ccc32)cc1	13	-32	1	7	-2	28	-7	1	0.5	6	4
O=C(NCCc1ccc(Cl)cc1Cl)c1ccc2nc[nH]c2c1	-9	25	6	-37	1	10	-6	-10	-0.4	-3	-18
COc1ccccc1-n1c(C)nnc1SCC(=O)Nc1cccc(C(C)=O)c1	13	4	7	-3	2	-10	1	0	8.9	-4	18
CC(=O)Nc1ccc(OC(=O)c2ccc(Br)c([N+](=O)[O-])c2)cc1	0	-1	14	8	-2	-6	11	-1	-1.1	0	11
COc1ccc2[nH]c3c(c2c1)CCN1C(=O)C(CC(=O)NC(C)(C)C)C[C@H](C(=O)N2CCCCC2)[C@@]31CCc1ccccc1 (some centres not stated)	12	-3	-15	-4	nt	46	9	10	-0.8	0	23
O=C(c1cccc(Cl)c1)N1CCN(Cc2ccccc2)CC1	10	-2	10	12	nt	-6	10	1	0.2	5	21
Cc1ccc2nc(NC(=O)C3CCN(S(=O)(=O)c4ccc5c(c4)oc(=O)n5C)CC3)sc2c1	2	-15	-11	0	0	83	7	38	0.0	37	9
O=C(Nc1cccc(NC(=O)c2cccs2)c1)c1ccc2c(c1)OCO2	-107	6	-7	-1	-5	-3	-2	2	-0.3	-6	-68
COc1ccc(Nc2nc3ccc(C)cc3n3cnnc23)cc1Cl	-27	-21	4	1	0	2	8	19	0.4	-5	2
O=C(CS(=O)(=O)c1ccc(F)cc1)NCCS(=O)(=O)c1ccccc1	3	3	-9	1	1	-2	-5	-3	0.2	1	-3
O=C(NCc1cccc(Cl)c1)c1cnccn1	-8	12	-4	-9	2	-17	5	13	-1.4	-11	27
CCn1ccnc1CN(C)Cc1cn[nH]c1-c1ccc(F)cc1F	13	5	14	7	4	1	6	-7	1.5	-6	-5
CC(=O)N1N=C(c2cccc([N+](=O)[O-])c2)OC1c1ccccc1Cl (configuration not stated)	-15	0	-51	-1	1	8	-12	1	0.7	-8	-17
Cc1nc2cc(OCc3cc(C(=O)NC(C)c4cnn(C)c4)no3)ccc2s1 (configuration not stated)	-82	-50	-28	7	-1	-3	6	9	-0.2	-32	-61
CN1C[C@@H]2C(c3ccc(Cl)nc3)C3(c4ccccc4)CC2(C3)[C@H]1c1ccccc1 (some centres not stated)	7	9	0	-5	1	-1	-3	-18	-2.4	-9	1
COCCN1C[C@@H](CO)O[C@@H](n2cnc3c(NCCO)ncnc32)C1	10	-27	-5	10	nt	-14	nt	-16	-1.5	nt	1
O=C(OCc1nnc(-c2ccccc2)o1)C1=COCCO1	-23	0	-36	6	0	-1	4	-13	1.2	-6	-47
COc1cc(OC)c2c(-c3cccc(-c4ccc(F)c(Cl)c4)c3)cc(=O)oc2c1	10	17	-10	0	nt	-8	17	16	-1.9	24	-6
O=C(N1CCOCC1)N1CCN(S(=O)(=O)c2ccccc2)C1	6	3	6	7	0	5	-7	0	13	-2	-14
Cc1cccc(C(=O)Nc2ccc(O)cc2C(=O)O)c1	9	17	10	-7	6	-7	11	2	-0.3	1	8
O=C(Nc1ccc2c(c1)OCO2)c1ccc2sc([C@@H]3O[C@H](CO)[C@H](O)[C@H](O)[C@H]3O)nc2c1	-35	-35	-15	7	nt	6	nt	14	-1.9	nt	-9
CCNc1nc(NCC)n2c(SC(C)C(=O)c3ccc(C)cc3)nnc2n1 (configuration not stated)	13	14	5	-6	-3	27	8	13	0.9	21	2
CC1Oc2ccccc2N(CC(=O)N2CCCCC2)C1=O (configuration not stated)	10	-8	13	6	-1	2	-1	-8	-0.5	6	-5
COc1ccc(C)cc1NC(=O)CSc1nnc(-c2ccc(C)cc2)o1	-168	10	-8	-9	-2	-11	-20	22	-2.6	-11	-248
Cc1ccc(S(=O)(=O)N2CCCC(C(=O)N3CCN(C)CC3)C2)cc1 (configuration not stated)	12	7	-12	8	-1	5	2	-4	-0.5	4	21
Cc1ccc(NC(=O)CNC(=O)C2CCCCC2)nc1	-6	14	19	-8	1	-6	-3	-6	0.2	-1	-7
COc1ccc(/C=C/C(=O)O)cc1S(=O)(=O)N1CCCC1	9	-10	-14	0	-3	11	-10	7	-0.8	2	12
Cn1c(NC(=O)c2ccc(Cl)cc2Cl)cc(=O)n(C)c1=O	12	6	-15	-6	-1	-1	-1	-5	-1.0	3	10
CCN(CC)c1ccc(N2C(=O)c3ccccc3C2=O)cc1	-92	-2	-2	11	0	-58	-20	5	-0.8	-38	-64

Assay outcomes deposited in PubChem BioAssay by several laboratories.
